Screens (PubChem BioAssay)
EBI2 antag – EBI2 receptor antagonists, beta-arrestin recruitment, primary screen, cell-based, luminescence, 7a,25-OHC stimulation, uHTS | G-protein coupled receptor 183 (Homo sapiens), P32249 | 7a,25-OHC stimulated | inhibition, % at 5 µM | 360,000 tested, 0.81% active | AID 651636, 2012; in the data active = inhibition above about 38%;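 also: enzyme fragment complementation signal reports receptor beta-arrestin coupling in cells; 0% = agonist plus DMSO wells and 100% = wells without agonist; some results beyond the cut were filed as inactive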
Target sequence (P32249 whole entry, looked up, the tested form may be a part): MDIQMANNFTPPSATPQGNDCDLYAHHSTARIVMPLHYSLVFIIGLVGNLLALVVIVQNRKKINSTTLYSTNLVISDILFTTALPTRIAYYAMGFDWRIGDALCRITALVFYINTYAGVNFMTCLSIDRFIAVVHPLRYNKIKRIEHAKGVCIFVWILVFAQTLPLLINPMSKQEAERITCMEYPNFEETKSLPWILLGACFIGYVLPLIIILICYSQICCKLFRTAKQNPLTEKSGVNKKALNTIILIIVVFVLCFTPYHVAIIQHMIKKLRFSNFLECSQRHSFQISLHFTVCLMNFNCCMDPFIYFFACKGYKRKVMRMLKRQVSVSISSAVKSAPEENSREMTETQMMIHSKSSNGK
CXCR6 block – CXCR6 receptor inhibitors, primary screen, cell-based, beta-arrestin, luminescence, CHO-K1 PathHunter, 1536-well | C-X-C chemokine receptor type 6 (Homo sapiens), O00574 | inhibition, % at 20 µM | 360,000 tested, 0.36% active | AID 602244, 2012; in the data active = inhibition above about 34%, passing the limit was not always enough;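 also: antagonist mode with CXCL16 agonist at 10 nM final; 0% = 10 nM CXCL16 with DMSO and 100% = unstimulated wells without agonist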
Target sequence (O00574 whole entry, looked up): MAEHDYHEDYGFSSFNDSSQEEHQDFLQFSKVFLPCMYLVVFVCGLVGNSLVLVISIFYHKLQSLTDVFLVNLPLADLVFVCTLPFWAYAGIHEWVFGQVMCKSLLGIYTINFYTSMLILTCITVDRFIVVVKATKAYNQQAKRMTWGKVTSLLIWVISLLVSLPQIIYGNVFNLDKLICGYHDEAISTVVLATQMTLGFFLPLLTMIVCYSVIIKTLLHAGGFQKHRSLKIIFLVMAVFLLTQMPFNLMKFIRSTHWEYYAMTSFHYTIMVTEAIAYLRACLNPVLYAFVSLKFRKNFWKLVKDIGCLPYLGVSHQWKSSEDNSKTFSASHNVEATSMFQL
* hit, by the source's call. Only part of the results is shown. The share of hits here may be higher or lower than overall.

SMILES	EBI2 antag	CXCR6 block
N#Cc1ccccc1S(=O)(=O)N1CCN(C(=O)CN(Cc2ccco2)Cc2cccs2)CC1	9	0
Cc1c(C(=O)NCc2ccc3c(c2)OCCO3)sc(=O)n1Cc1ccccc1C(F)(F)F	1	4
CCOC(=O)CCCCCC(=O)Nc1ccc2c(c1)C(=O)N([C@@H](C)CO)C[C@@H](C)[C@H](CN(C)C(=O)c1ccncc1)OCCCC[C@H](C)O2	-2	-4
CCCC(C)(C)C(=O)N1CCC1(C)C(=O)Nc1ccc2c(c1)OCCO2 (stereo not given)	2	3
COc1cccc(C(C)(O)c2nc(-c3cnc4ccccc4c3)cs2)c1 (stereo not given)	16	-10
CCCNC(=O)C1(C)CCCN(C(=O)c2cccnc2Oc2ccccc2)C1 (stereo not given)	-3	-1
Cc1cc(C)n2c(Nc3ccc4c(c3)OCCO4)c(C(C)C)nc2n1	-55	-12
C[C@@H]1CN([C@H](C)CO)C(=O)CCCn2cc(nn2)CO[C@H]1CN(C)C(=O)Cc1ccccc1	0	-7
CC(=O)c1cccc(Nc2ccc(C#N)cc2)c1	0	-3
COC(=O)[C@@]1(Sc2ccccc2)CC(=O)N[C@@H]1c1ccccc1	-12	2
COc1cccc(C(NC(C)=O)c2nc(-c3ccoc3)cs2)c1 (stereo not given)	-9	-7
CCOC(=O)C1(C)CCCCN1C(=O)c1ccccc1OC (stereo not given)	-6	-2
Cc1ccc2nc(CC(O)(c3ccccc3)c3ccccc3)ccc2c1	24	10
O=C(CC[C@H]1O[C@@H](n2cnc3c(NC(=O)c4ccccc4)ncnc32)[C@H](O)[C@@H]1O)NCC1CCCO1 (stereo not given in full)	-9	-7
O=C1c2ccccc2C(=Cc2cccnc2)c2ccccc21	-20	-6
CC(C)C(=O)Nc1cccc(S(=O)(=O)NC2=NCCC2)c1	-5	-1
O=C(Nc1ccccc1)c1cc(C2COCCN2C(=O)c2ccccn2)on1 (stereo not given)	-9	-6
Nc1cc(N)cc(C(=O)c2ccccc2)c1	-15	-11
CC(C)c1ccccc1NC(=O)Nc1nnc([C@@H]2C[C@H](O)[C@@H](CO)O2)s1	6	4
CC(=O)NC(c1cccc(F)c1)c1nc(-c2cccc(C(F)(F)F)c2)cs1 (stereo not given)	11	-14

A stretch of the results above, for reference:
SMILES	EBI2 antag	CXCR6 block
Cc1c(C(=O)NCc2ccc3c(c2)OCCO3)sc(=O)n1Cc1ccccc1C(F)(F)F	1	4
CCOC(=O)CCCCCC(=O)Nc1ccc2c(c1)C(=O)N([C@@H](C)CO)C[C@@H](C)[C@H](CN(C)C(=O)c1ccncc1)OCCCC[C@H](C)O2	-2	-4
CCCC(C)(C)C(=O)N1CCC1(C)C(=O)Nc1ccc2c(c1)OCCO2 (stereo not given)	2	3

The listing continues.
SMILES	EBI2 antag	CXCR6 block
CC1(c2nnnn2Cc2ccccc2)CCC(=O)N1CCOc1ccccc1 (stereo not given)	-7	0
COCCNC(=O)C1(C)CCN(Cc2ccc3ccccc3c2Br)C1 (stereo not given)	8	7
CCOC1=C2[C@@H](CN(S(=O)(=O)c3ccc(C)cc3)[C@H]2c2ccccc2Cl)[C@H]2C(=O)NC(=O)[C@H]2C1	-7	0
CCc1nc2ccc(C(=O)NCCN3CCOCC3)cn2c1N(C)Cc1ccc(OC)cc1	2	-9
CSc1ccccc1CNC(=O)C1(C)CCCN1CC(C)C (stereo not given)	0	2
OC[C@@H]1CN(Cc2cccnc2)C[C@H](n2cnc3c(N4CCCC4)ncnc32)O1	-1	4
CC1(C(=O)NS(=O)(=O)c2ccccc2C(F)(F)F)CCN1C(=O)CCc1ccccc1 (stereo not given)	-3	-7
CN(C)CCNc1ncnc2c1ncn2[C@H]1CN(Cc2ccc(-c3ccccc3)cc2)C[C@@H](CO)O1	-6	-6
CCCCCCCCN1C(=O)[C@H](CC(=O)N2CCCC2)C[C@@]2(C(=O)OCC)CCCC=C12	2	3
Cc1cccnc1C(NC(=O)C1CCN(Cc2ccc(Oc3ccccc3)cc2)CC1)c1ccc(F)cc1 (stereo not given)	22	37
CCc1nc2ccc(C(=O)Nc3ccc4c(c3)OCC(=O)N4)cn2c1N(C)C(=O)Cc1ccccc1	-10	-4
CSc1ccc(Cn2c(C)c(C(=O)NCc3cccc(Cl)c3)sc2=O)cc1	13	6
COc1ccc(CCN2C(=O)CCC2(C)c2nnnn2-c2ccc3c(c2)OCCO3)cc1OC (stereo not given)	2	-3
Cc1ccc(NC2CCCN(C(=O)c3nonc3C)C2)cc1C (stereo not given)	-7	-8
Cc1noc(C)c1S(=O)(=O)N(C)C[C@H]1OCc2cnnn2CCCC(=O)N([C@@H](C)CO)C[C@H]1C	-7	-5
CCc1nc2c(OCCOc3ccccc3)cccn2c1N(C)C(=O)c1cccs1	5	-2
Cc1ccc(N2CCN(S(=O)(=O)c3c(C)nc4sccn4c3=O)CC2C)cc1 (stereo not given)	1	6
COc1cc(CN2CCC(C(=O)NC(c3ccc(-c4ccccc4)cc3)c3cnccn3)CC2)cc(OC)c1 (stereo not given)	13	2
CC[C@@H](NCCCn1ccc(NC(=O)OCc2ccccc2)nc1=O)c1ccccc1	-8	4
CCOC(=O)[C@]12CCCC=C1N(Cc1ccc(Cl)cc1Cl)C(=O)[C@H](CC(=O)NCc1cccc3ccccc13)C2	8	0
COc1ccc(OCCNC(=O)c2ccc3nc(C)c(N(C)C(=O)CCc4ccccc4)n3c2)cc1	15	0
O=C(NCCC(F)(F)F)C1Cc2c(-c3ccc(Cl)cc3)ccnc2O1 (stereo not given)	-5	-4
C=CCCC(=O)N1C[C@H]2CCN(C)[C@H]2C[C@H]1c1ccccc1	-1	7
CCCS(=O)(=O)NC(=O)C1(C)CCN(C(=O)/C=C/c2ccccc2)C1 (stereo not given)	-10	1
C[C@H]1CN([C@@H](C)CO)C(=O)CCCn2nncc2CO[C@H]1CN(C)S(=O)(=O)c1ccc(F)cc1	4	1
COc1ccccc1C(=O)NCC(=O)N(C)Cc1nc2ccccc2c(=O)[nH]1	3	-3
CCN(CC(=O)Nc1cccc(F)c1)CC(=O)Nc1ccc2c(c1)OCCO2	-7	-3
CC(=O)CC1c2cc(F)ccc2C=C(c2ccsc2)N1c1ccc(-c2ccc(C(N)=O)cc2)cc1 (stereo not given)	26	0
Cc1ccccc1OC1(C)CCN(Cc2ccc3ccccc3c2)C1 (stereo not given)	-1	-8
C[C@@H]1CN([C@@H](C)CO)C(=O)CCCn2nncc2CO[C@@H]1CN(C)S(=O)(=O)c1ccccc1C#N	-2	3
COc1ccccc1-c1cccc(-c2nc(C(=O)Nc3nccs3)cc3c2[C@@H](CCO)N(C(C)=O)C3)c1	1	-5
CCN(CC)C(=O)C1=C(C)N(CCCN2CCCC2=O)C(=O)C(CC(=O)NCC2CCCCC2)C1 (stereo not given)	-3	-1
CC1(C)OC(=O)C2=C(C[C@@H](C3CC3)O[C@H]2c2ccc(Cl)cc2)O1	6	-6
CC(=O)c1ccc(-c2c(CCO)sc3ccccc23)cc1	0	-7
Cc1cccc(C(=O)OCC(=O)NCc2ccc(Cl)cc2)c1	-4	-6
O=C(Nc1ccc2c(c1)OCO2)c1cc(C2CCCCN2C(=O)c2ccccc2)on1 (stereo not given)	-6	4
O=C(Nc1nc2ccccc2s1)c1ccc2sc([C@H]3C[C@H](O)[C@@H](CO)O3)nc2c1	3	-6
Cc1noc(C)c1NC(=O)N(C)C[C@@H]1Oc2ncc(Br)cc2C(=O)N([C@@H](C)CO)C[C@H]1C	-5	7
Cc1ccc(CN2CCNC(=O)C2CC(=O)NCCCn2nnc3ccccc32)cc1 (stereo not given)	-10	0
O=C(O)C(=Cc1ccnc2ccccc12)C(=O)O	-7	-6
CC(C)c1ccc(Nc2n[nH]c(=S)s2)cc1	-10	-9
CC(C)Nc1ncnc2c1ncn2[C@H]1CN(Cc2ccc(-c3ccccc3)cc2)C[C@@H](CO)O1	44*	-4
COc1ccc(S(=O)(=O)NC(=O)C2(C)CCN2C(=O)Cc2cc(C)cc(C)c2)cc1OC (stereo not given)	-8	-9
CC1C(c2ccccc2)OCCN1C(=S)NC(=O)c1ccccc1 (stereo not given)	-9	3
C[C@H](CO)N1C[C@H](C)[C@@H](CN(C)C(=O)Nc2ccccc2)Oc2ncc(-c3ccc(C#N)cc3)cc2C1=O	2	-1
OC[C@@H]1CN(Cc2ccco2)C[C@H](n2cnc3c(NCc4ccc(F)cc4)ncnc32)O1	-7	-2
CCCS(=O)(=O)NC(=O)C1(C)CCCN(C(=O)c2cccnc2Oc2ccccc2)C1 (stereo not given)	2	9
COC(=O)[C@]12CCCCC=C1N(Cc1ccco1)C(=O)[C@H](CC(=O)NCc1cccc(C(F)(F)F)c1)C2	5	5
CC(O)(c1ccccc1)c1nc(-c2ccc(F)c(Cl)c2)cs1 (stereo not given)	24	-9
CC(=O)c1ccccc1C(=O)N1CCCC(CNC(=O)c2ccc(F)cc2)C1 (stereo not given)	-6	5
COCCNC(=O)C1CCCN(C(=O)c2ccc(OC)c(F)c2)CC1 (stereo not given)	-12	-4
Clc1cccc(Cc2c(-c3cccc(Br)c3)nc3ccc(Cl)cn23)c1	2	1
CC1(C(=O)Nc2ccc3c(c2)OCO3)CCN1C(=O)Cc1ccc(-c2ccccc2)cc1 (stereo not given)	-5	8
Cc1ccc(Nc2cc(=O)n(C)c(=O)[nH]2)cc1C	-6	-2
O=C(Cn1c(Cn2c(-c3cnccn3)nc3ccccc32)nc2ccccc21)c1ccc(OC(F)(F)F)cc1	6	10
C1=C(c2cn(-c3nc4ccccc4s3)nn2)CCCC1	9	5
COc1cccc(Nc2nc(C(N)CC(C)C)cs2)n1 (stereo not given)	-7	-11
CCOC(=O)[C@]12Cc3c(cc(OC)c(OC)c3OC)[C@H]1N(C1CCCCC1)C(=O)c1cc(OC)ccc12	-7	-4
COCCNc1nc2cc(-c3cccc(Cl)c3)sc2c(=O)n1C	7	5
COc1ccc(-n2nnnc2C(c2cccs2)N2CCN(C/C=C/c3ccccc3)CC2)cc1 (stereo not given)	42	-1

Quoted at random: 5 entries already listed, in no set order.
SMILES	EBI2 antag	CXCR6 block
COCCNc1nc2cc(-c3cccc(Cl)c3)sc2c(=O)n1C	7	5
COc1cccc(Nc2nc(C(N)CC(C)C)cs2)n1 (stereo not given)	-7	-11
CC1C(c2ccccc2)OCCN1C(=S)NC(=O)c1ccccc1 (stereo not given)	-9	3
COCCNC(=O)C1CCCN(C(=O)c2ccc(OC)c(F)c2)CC1 (stereo not given)	-12	-4
CC(C)c1ccc(Nc2n[nH]c(=S)s2)cc1	-10	-9

The list continues.
SMILES	EBI2 antag	CXCR6 block
C[C@H](CO)N1C[C@H](C)[C@@H](CN(C)C(=O)Nc2ccccc2)Oc2cc(Br)ccc2S1(=O)=O	2	-2
O=C(CCCn1c(=S)[nH]c2ccsc2c1=O)Nc1ccc(F)cc1	-7	-2
CC1(C(=O)O)CCCN1C(=O)c1ccccc1OC(F)(F)F (stereo not given)	-3	4
CCOC(=O)C1=CCC(C(C)(C)C)N(S(=O)(=O)c2ccc(C)cc2)C1 (stereo not given)	5	6
CC(C)CNc1ncnc2c1ncn2[C@H]1CN(C2CCCC2)C[C@@H](CO)O1	-3	-6
O=C(C1CCCCC1)N1CCC2CC1c1cc(-c3ccc4c(c3)OCO4)ccc12 (stereo not given)	1	7
COCCOC(=O)N1CCCCC1c1cc(C(=O)NCc2ccc(Cl)c(Cl)c2)no1 (stereo not given)	37	-4
ON=Cc1ccnc2ccccc12	-11	3
CCCS(=O)(=O)NC(=O)C1(C)CCN(C(=O)Cc2ccc3ccccc3c2)C1 (stereo not given)	-19	-4
C[C@@H]1CN([C@H](C)CO)C(=O)CCCn2nncc2CO[C@H]1CN(C)S(C)(=O)=O	-2	6
CC1(C(=O)NS(=O)(=O)Cc2ccccc2C(F)(F)F)CCN1C(=O)c1ccccc1 (stereo not given)	5	-2
Cc1noc(C)c1-c1ccc(C(=O)NCc2ccc(Cl)cc2)c2occc12	24	2
COc1cc(CNc2ncnc3c2ncn3[C@H]2CN(Cc3cc(OC)c(OC)c(OC)c3)C[C@@H](CO)O2)cc(OC)c1OC	-11	10
CC1C(=O)N(Cc2cn(CC3CCCCC3)nn2)CCS(=O)(=O)N1Cc1ccc(-c2ccccc2)cc1 (stereo not given)	21	-4
CC(=O)Nc1cccc(-c2ccnc3c2CC(C)(C(=O)NCc2ccccc2)O3)c1 (stereo not given)	3	0
O=C(COC(=O)Cc1ccc(Cl)cc1Cl)NCc1ccccc1	-8	1
CC(C)[C@@H](C(=O)N[C@@H](CCc1ccc(O)cc1)C(=O)O)N(C)C(=O)[C@H](CO)NC(=O)[C@@H](O)[C@H](N)CCCCCCCCl	2	-2
